STEP block – blocks human striatal-enriched tyrosine phosphatase; P54829; recombinant STEP, OMFP fluorogenic substrate, fluorescence; inhibition, % at 20 µM; 360,000 tested, 0.25% active; AID 588621;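 active = inhibition at 20 µM, scaled per plate between control wells, above about 37%, limit read from the data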;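 also: 0% = DMSO with enzyme and substrate and 100% = substrate only without enzyme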
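System: STEP (striatal-enriched tyrosine phosphatase) enzyme, cell-free; medium: Bis-Tris pH 6.0 buffer with DTT, detergent; dosing: 20 µM, 1% DMSO; times: reaction 20 min, ambient temperature; detection: fluorescence, 480/540 nm; read-out basis: normalized % inhibition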
Tb MetRS inh – blocks T. brucei methionyl-tRNA synthetase activity. purified T. brucei MetRS, ATP depletion, Kinase-Glo luminescence. inhibition, % at 11.9 µM. 360,000 tested, 0.4% active;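 active = inhibition above a per-plate cutoff of the control wells' mean inhibition plus 3 SD, cut at about 5.5% in these data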;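 also: 0% = DMSO wells median and 100% = median of wells with control inhibitor compound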
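System: purified T. brucei MetRS enzyme / Detection: Kinase-Glo luciferase luminescence reporting remaining unconsumed ATP / Medium: HEPES buffer with MgCl2, KCl, DTT, spermine, BSA, pyrophosphatase / Replication: singlicate, one well per compound / Evaluation: percent inhibition relative to median high and low control wells / Schedule: 2 h aminoacylation at 25 °C after 15 min preincubation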
DNMT1 block – DNMT1 (human) enzyme inhibition; DNMT1 molecular beacon, Hinp1I cleavage, fluorescence; inhibition (reported as % activation of signal), % at 10 µM; 360,000 tested, 0.83% active; AID 588458; in the data active = inhibition above about 50%
Target sequence (P26358 504-1616 limits assumed): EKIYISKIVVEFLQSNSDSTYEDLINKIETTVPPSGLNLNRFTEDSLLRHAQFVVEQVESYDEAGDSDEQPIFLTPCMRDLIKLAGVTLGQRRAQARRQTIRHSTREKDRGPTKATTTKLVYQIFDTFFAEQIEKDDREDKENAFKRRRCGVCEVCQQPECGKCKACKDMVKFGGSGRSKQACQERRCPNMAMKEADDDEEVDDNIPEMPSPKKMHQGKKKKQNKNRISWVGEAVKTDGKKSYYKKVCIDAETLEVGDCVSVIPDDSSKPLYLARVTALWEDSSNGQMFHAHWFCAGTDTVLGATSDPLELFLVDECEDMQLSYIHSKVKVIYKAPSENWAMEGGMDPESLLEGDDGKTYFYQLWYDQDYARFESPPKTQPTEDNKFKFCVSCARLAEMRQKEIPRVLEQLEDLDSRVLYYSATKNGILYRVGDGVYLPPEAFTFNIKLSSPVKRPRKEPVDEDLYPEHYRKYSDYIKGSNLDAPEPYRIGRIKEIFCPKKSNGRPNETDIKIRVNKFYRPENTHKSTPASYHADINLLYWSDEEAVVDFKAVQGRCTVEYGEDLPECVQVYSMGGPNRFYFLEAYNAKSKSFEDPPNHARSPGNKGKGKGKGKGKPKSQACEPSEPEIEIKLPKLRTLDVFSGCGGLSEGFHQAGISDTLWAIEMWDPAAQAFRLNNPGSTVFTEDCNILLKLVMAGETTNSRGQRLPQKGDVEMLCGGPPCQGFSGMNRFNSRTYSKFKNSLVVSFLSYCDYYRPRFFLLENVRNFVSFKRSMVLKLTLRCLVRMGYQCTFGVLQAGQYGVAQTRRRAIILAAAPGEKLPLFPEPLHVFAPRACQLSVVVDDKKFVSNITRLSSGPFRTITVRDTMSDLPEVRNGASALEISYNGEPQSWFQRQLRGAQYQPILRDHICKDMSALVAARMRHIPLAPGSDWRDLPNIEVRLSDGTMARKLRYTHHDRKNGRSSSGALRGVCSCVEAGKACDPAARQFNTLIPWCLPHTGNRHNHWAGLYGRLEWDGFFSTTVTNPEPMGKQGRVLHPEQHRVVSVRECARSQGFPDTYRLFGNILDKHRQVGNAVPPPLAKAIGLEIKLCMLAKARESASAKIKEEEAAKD
Rpn11 block – blocks the human proteasome subunit Rpn11; O00487; human 26S proteasome, Ub4-pepOG fluorescence polarization; 20S core pre-blocked with epoxomicin; calls only at 20 µM; 360,000 tested, 0.59% active;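 active = inhibition at 20 µM, scaled to each plate's controls, above about 33%, limit read from the data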
SUMO1-SIM PPI – alters human SUMO1 binding to SIM partners | P63165 | SUMO1 binding to a labelled peptide, TR-FRET, 1 h | inhibition, % at 20 µM | 360,000 tested, 0.33% active | AID 602429; in the data active = inhibition above about 37%
CSN inh – blocks human CSN-mediated cullin deneddylation; inhibition, % at 12.5 µM; Q92905; Purified CSN, SCF-Nedd8-OG deneddylation, fluorescence polarization; AID 651999; 360,000 tested, 0.38% active;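 active = pattern-corrected inhibition above about 35%, with an unprinted fluorescence ratio check between 0.5 and 1.5, limit read from the data, passing the limit was not always enough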;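 also: 0% = enzyme with substrate and 100% = substrate without enzyme; some results filed as inactive read as strong as hits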
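Assay system: HEK293T-derived human Csn5 enzyme; quantity: 0.24 nM enzyme; medium: Tris/NaCl/DTT buffer, pH 7.5; also added: substrate SCFSkp2-Nedd8OG, 10 nM; doses: 12.5 µM compound; schedule: 90 min reaction at room temperature; signal: FP; read-out: % inhibition of substrate cleavage by Csn5; benchmarks: substrate-only high control, full reaction low control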
Scp-1 inhibitor – blocks human Scp-1 phosphatase activity. Q9GZU7. Recombinant Scp1, phosphopeptide, malachite green phosphate absorbance. inhibition, % at 20 µM. 340,000 tested, 0.88% active;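 active = inhibition above about 50% at 20 µM, limit read from the data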;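 also: plate controls were DMSO wells with enzyme for no effect and wells lacking enzyme for full effect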
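Times: enzyme reaction 45 min at room temperature, colour 5 min, stabilisation 30 min. Material: SCP-1 catalytic fragment, aa 76-261. Medium: Acidic Tris acetate buffer with magnesium and detergent. Signal: colorimetric free-phosphate detection, absorbance 630 nm. Read-out basis: % inhibition of SCP-1 phosphate liberation. Reagent: Phosphorylated 17-residue peptide substrate.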
LMPTP block – blocks human LMPTP phosphatase; P24666; recombinant LMPTP-A, OMFP fluorogenic substrate, fluorescence intensity; inhibition, % at 20 µM; 360,000 tested, 0.22% active; AID 651560;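 active = compounds that cut the enzyme signal by at least half of the control window in the single-dose screen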;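 also: plate controls were DMSO wells with enzyme plus substrate for no effect and substrate without enzyme for full effect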
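test system = LMPTP-A | amount = 0.625 nM LMPTP-A final | reagent = fluorogenic phosphatase substrate OMFP at 400 µM final | incubation = 50 min at room temperature | benchmarks = no-enzyme low control, uninhibited high control | medium = Bis-Tris pH 6.0, DTT, detergent | signal = fluorescence intensity of OMFP turnover product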
MsrA inhibitor – bovine MsrA inhibition; purified bovine MsrA, absorbance read-out; inhibition, % at 15.5 µM; 360,000 tested, 0.75% active; in the data active = inhibition above about 4.5%;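 also: 0% = vehicle wells with enzyme and 100% = reference inhibitor wells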
NadD block – blocks S. aureus nicotinate mononucleotide adenylyltransferase; purified NadD enzyme, colorimetric absorbance read-out; inhibition, % at 20 µM; 360,000 tested, 0.78% active; in the data active = inhibition above about 26%; also: some compounds past the cut are filed as inactive
The depositor's hits bear a star; i = inactive; nt = no result given.

SMILES | STEP block | Tb MetRS inh | DNMT1 block | Rpn11 block | SUMO1-SIM PPI | CSN inh | Scp-1 inhibitor | LMPTP block | MsrA inhibitor | NadD block
COc1ccc(NC(=O)CSc2nc(C)c3c(c2C#N)CCCC3)cc1 | 2.1 | 0.0 | 2.1 | i | 2.6 | -0.8 | -2.4 | -0.5 | 0.6 | -3.7
CCCOc1ccc(-c2nn(-c3ccccc3)cc2/C=C2\SC(N)=NC2=O)cc1C | -0.9 | 0.5 | -4.5 | i | -5.7 | -0.8 | -27.1 | -1.2 | -0.2 | 10.9
COc1ccc(CCNC(=O)NC23CC4CC(CC(C4)C2)C3)cc1 | 3.4 | -0.3 | 3.3 | i | 2.3 | 0.2 | -2.6 | 1.6 | 1.8 | -2.8
Cc1ccc(C(=O)N2CCCC(c3ccccc3)=N2)cc1 | -0.4 | -0.8 | 2.9 | i | -2.5 | -5.6 | -4.9 | 1.2 | -0.5 | -4.4
O=C(O)CCC(=O)NCCc1cccc(Cl)c1 | 1.7 | 0.5 | 0.3 | i | 2.2 | -1.3 | 0.9 | 0.0 | 0.6 | -1.3
CNC(=O)NC(=O)CSc1nnc(C(F)(F)F)n1C | 1.5 | -0.4 | 3.6 | i | -0.7 | 2.1 | -7.7 | -1.7 | -1.3 | 10.4
CC(=O)c1ccc(OCc2cc(C(=O)N(C)Cc3nc4c(C)cccc4[nH]3)no2)cc1 | -1.1 | 0.9 | 0.8 | i | -3.7 | -2.7 | -7.2 | 1.3 | -0.6 | -1.8
COc1ccc2nc(NC(=O)CSc3nnc(-c4ccoc4C)n3C)sc2c1 | -0.7 | -0.8 | -1.0 | i | 4.6 | 0.5 | -4.8 | 1.4 | 0.1 | -1.9
CC(=O)N1CCc2cc(S(=O)(=O)CCC(=O)Nc3ccc(Cl)cc3F)ccc21 | 0.4 | 0.7 | 1.6 | i | 2.5 | 2.4 | 10.7 | -0.9 | 1.0 | 2.1
O=C(Nc1ccccc1C(=O)O)c1cccc(NC(=O)c2ccc(Br)o2)c1 | 3.7 | -0.6 | 1.8 | i | 16.7 | 0.2 | -0.3 | 0.3 | 0.2 | -4.2
C[C@@H]1NC(=O)/C(=C\c2ccccc2Br)NC1=O | 1.3 | -0.3 | 2.4 | i | -2.1 | 7.3 | -15.4 | -1.7 | 0.0 | -6.7
O=S(=O)(CCNC1CC1)NC1CCCCC1 | -3.4 | -0.5 | 3.5 | i | 3.1 | -5.3 | -1.9 | -1.7 | -1.1 | -5.4

In another format: entries from further up.
Below each compound: STEP block	Tb MetRS inh	DNMT1 block	Rpn11 block	SUMO1-SIM PPI	CSN inh	Scp-1 inhibitor	LMPTP block	MsrA inhibitor	NadD block
O=S(=O)(CCNC1CC1)NC1CCCCC1
    -3.4	-0.5	3.5	i	3.1	-5.3	-1.9	-1.7	-1.1	-5.4
CCCOc1ccc(-c2nn(-c3ccccc3)cc2/C=C2\SC(N)=NC2=O)cc1C
    -0.9	0.5	-4.5	i	-5.7	-0.8	-27.1	-1.2	-0.2	10.9

(further entries)
SMILES | STEP block | Tb MetRS inh | DNMT1 block | Rpn11 block | SUMO1-SIM PPI | CSN inh | Scp-1 inhibitor | LMPTP block | MsrA inhibitor | NadD block
Nc1nn(-c2ccccc2)c(N)c1N=Nc1ccc2c(c1)OCO2 | 1.1 | -0.6 | -15.2 | i | -9.9 | 3.2 | 0.6 | -0.2 | 1.1 | -0.3
CCCCNC(=O)Nc1c(C)cc(SC#N)cc1C | 0.7 | -0.6 | -5.5 | i | -6.5 | -3.5 | 1.2 | -3.2 | -0.9 | 8.4
Cc1cccc(Nc2ccc(S(=O)(=O)N3CCOCC3)cc2[N+](=O)[O-])c1 | 1.9 | -0.4 | -4.0 | i | -38.7 | -6.3 | -7.9 | 2.0 | 1.2 | 0.1
Cc1ccccc1C(=O)NC1CCS(=O)(=O)C1 (stereo not drawn) | 3.7 | 0.1 | -1.0 | i | 37.9 | 5.4 | -2.6 | -0.6 | -1.2 | -3.9
CCN(CC)C(=O)c1nc[nH]c1C(=O)N1CCN(C(=O)OC(C)(C)C)CC1 | 0.1 | -0.4 | 4.0 | i | 4.1 | -4.4 | -2.3 | -2.3 | 1.4 | -2.9
Oc1ccccc1C1N=C(c2ccccc2)NC(c2ccccc2)=N1 | 1.6 | -1.2 | 3.3 | i | -0.8 | -5.6 | -6.1 | -0.4 | 0.4 | 3.8
CCCCN1C(=O)C(CC(=O)NC(c2ccccc2)c2ccccc2)CC(C(=O)N(C(C)C)C(C)C)=C1C (stereo not drawn) | 2.7 | -1.3 | 2.1 | i | 18.1 | -0.8 | nt | 0.3 | -0.1 | 3.4
N#Cc1c(NC(=O)CSc2nc3ccccc3s2)sc2c1CCCC2 | 0.9 | -0.7 | -4.3 | i | -0.8 | 3.1 | -6.8 | 1.5 | 0.3 | 3.1
O=C(CCNc1n[nH]c(=O)[nH]c1=O)N/N=C/c1ccc(Cl)cc1 | 1.0 | 0.1 | 3.3 | i | -4.8 | -0.5 | 0.6 | -0.2 | -0.3 | -0.3
Nc1nnc(CCCCc2cccs2)o1 | -0.2 | 0.0 | 32.2 | i | -1.6 | -0.9 | -7.9 | -1.1 | 0.2 | 0.0
COc1ccc(C(=O)Nc2ccc(O)c3ccccc23)cc1OC | 0.8 | 0.2 | -33.4 | i | -9.6 | 7.7 | -7.3 | -0.2 | -0.2 | -2.7
COc1ccc(C2=NC(C(F)(F)F)(C(F)(F)F)c3c(n(C)c(=O)n(C)c3=O)N2)cc1 | 1.5 | 0.8 | -1.9 | i | -2.2 | 1.1 | -7.2 | 1.1 | 3.8 | -0.7
CC(=O)c1ccc(NC(=O)c2ccn[nH]2)cc1 | 0.2 | -1.5 | -1.8 | i | -1.8 | 5.8 | -17.8 | -1.9 | -0.6 | -4.9
COC(CN(C)C(=O)C1CCCN(S(=O)(=O)c2ccc3c(c2)oc(=O)n3C)C1)OC (stereo not drawn) | 1.1 | -1.0 | -0.7 | i | -1.8 | 4.4 | 6.2 | -0.4 | -1.2 | -5.0
C=CCn1cc(C(=O)NCC2CCCO2)c(=O)c2cc(S(=O)(=O)N3CCCCCC3)ccc21 (stereo not drawn) | 6.2 | 0.4 | -0.1 | i | 3.1 | 2.8 | -7.3 | -0.2 | 0.9 | 7.5
CC(=O)Nc1ccc(NC(=O)c2cc(-n3cnnc3)ccc2Cl)cc1 | 1.1 | 0.1 | -7.2 | i | -0.8 | -8.3 | -4.6 | -0.6 | -1.0 | -4.0
CC(Sc1nnc(CN2CCCC2)n1Cc1ccccc1)C(=O)Nc1ccccc1 (stereo not drawn) | -0.5 | -0.2 | 0.5 | i | -2.7 | 1.8 | -2.2 | -0.6 | 0.5 | -1.0
CC(C)Nc1nc(NC(C)C)nc(N(C)n2cnnc2)n1 | -3.2 | -1.1 | 3.9 | i | 1.1 | 0.0 | -6.7 | -1.4 | -1.5 | -0.7
O=C1c2ccccc2C(c2nnnn2-c2ccc3c(c2)OCCO3)N1CCCn1ccnc1 (stereo not drawn) | nt | -0.9 | nt | nt | -1.5 | -4.0 | nt | -0.2 | 0.1 | 2.1
O=C(Cn1cnc(S(=O)(=O)N2CCCC2)c1)Nc1cccc(Br)c1 | -0.1 | 14.4* | 4.0 | i | 4.9 | -1.0 | 8.3 | -1.3 | 0.6 | -7.4
CC/C(=N\NC(=S)Nc1cccc(C)c1)c1ccccc1 | 2.1 | -0.9 | -2.2 | i | 4.5 | 1.9 | 1.7 | -0.8 | 0.0 | 9.6
Cc1cc(NS(=O)(=O)c2ccc(NC(=O)COc3ccc(Cl)cc3Cl)cc2)no1 | -2.8 | 1.5 | -1.4 | i | 1.6 | 10.3 | -4.8 | -1.4 | -0.4 | -0.6
CCn1c(SCC(=O)NC2CC2)nnc1-c1ccccc1 | -1.4 | -0.1 | 8.9 | i | 7.4 | 4.0 | nt | -2.1 | -0.4 | -1.0
CC(=O)N1N=C(c2ccc3ccccc3c2)OC12CCCC2 | 1.1 | -0.9 | 2.7 | i | 0.9 | 0.5 | -10.8 | 0.9 | -0.3 | -4.3
Cc1ccc(-c2cc(C(=O)N3CCCc4ccccc43)no2)cc1 | 0.7 | -0.7 | 0.2 | i | -1.4 | -4.7 | -3.4 | 2.3 | -1.9 | -0.5
Cc1ccc(NC(=O)Cn2nc(C)c3ccccc3c2=O)c(C)c1 | -0.3 | -0.7 | -0.5 | i | 1.4 | -1.4 | -6.0 | -1.6 | 1.7 | 0.0
NC(=O)c1ccc(C(F)(F)F)n(Cc2cccc(Cl)c2)c1=O | -3.1 | -0.6 | -1.5 | i | -5.3 | -6.0 | -2.7 | 3.5 | -0.9 | -10.7
COc1cccc(/C=N/n2c(SC)nnc2-c2ccccc2)c1OC | -0.3 | -0.3 | -9.9 | i | -1.9 | 0.4 | -7.4 | 1.6 | 0.8 | 4.8
O=C(Nc1ccc(Cl)c(S(=O)(=O)Nc2ccccc2Cl)c1)c1cccs1 | -5.4 | -1.5 | 17.1 | i | 19.5 | 3.3 | -3.7 | 4.8 | -0.1 | -3.5
CCN1CCN(c2c(Cl)cccc2NC(=O)c2ccco2)CC1 | -1.3 | -1.1 | 16.0 | i | 0.2 | 2.9 | -5.9 | -1.5 | 1.1 | -1.8
CCOC(=O)c1nnn(-c2nonc2N)c1-c1ccc(Cl)cc1 | 2.1 | -0.3 | -5.3 | i | -0.7 | 8.0 | -5.4 | -1.6 | -0.4 | -0.7
CCn1c(=S)sc2c(=O)n(CC(=O)Nc3ccc(OC)c(Cl)c3)c(C)nc21 | -0.2 | 0.3 | -5.0 | i | 0.0 | -3.4 | -11.2 | 0.7 | -0.6 | 1.9
CCOc1ccc(C(=O)OC(C)CN2CCCCC2)cc1 (stereo not drawn) | 2.0 | -0.2 | -5.2 | i | 7.8 | 3.1 | -5.0 | -2.4 | 1.4 | 2.3
Cc1cc(-c2nnc(SCC(=O)Nc3ccc(C(F)(F)F)cc3)n2C)no1 | -2.2 | -0.8 | 4.6 | i | 1.8 | -3.8 | -26.6 | -0.3 | -1.5 | -5.2
COc1ccc(NC(=O)Cc2nnc(SCC(=O)Nc3cc(C)ccc3OC)n2C)cc1 | 0.0 | -0.8 | -2.8 | i | 0.6 | 3.4 | -0.6 | -3.4 | -0.5 | -1.4
CCOC(=O)c1csc(NC(=O)c2ccc(S(=O)(=O)N(CC)CC)cc2)n1 | 2.2 | -1.2 | 6.0 | i | 0.1 | 7.7 | -14.7 | -1.6 | -0.7 | -4.0

Source: PubChem
